# Screening data (PubChem BioAssay)
# V1R ag counter: V1a receptor agonism, counter-screen for OXTR agonists. P37288. CHO-V1R cells, Fluo-8 calcium fluorescence, agonist mode; 0% DMSO, 100% 3 nM vasopressin. activation, % at 3 µM. actives 0.25% (n = 320,000). AID 2797;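 active means activation above the mean activation of all tested compounds plus 3 SD, per screening run, cut at about 20% in these data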;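 further: signal is peak over basal fluorescence ratio across a 100 second FLIPR read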
# OXTR ag: agonists of human oxytocin receptor | P30559 | CHO-OTR cells, Fluo-8 calcium fluorescence; normalized: DMSO 0%, oxytocin 100% | activation, % at 3 µM | actives 0.32% (n = 320,000);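 active means activation above the mean of all tested compounds plus 3 SD, cutoff set per screening run, cut at about 20% in these data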;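 further: peak over basal fluorescence ratio from a 100 s FLIPR kinetic read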
# Target sequence (P30559 whole entry, looked up): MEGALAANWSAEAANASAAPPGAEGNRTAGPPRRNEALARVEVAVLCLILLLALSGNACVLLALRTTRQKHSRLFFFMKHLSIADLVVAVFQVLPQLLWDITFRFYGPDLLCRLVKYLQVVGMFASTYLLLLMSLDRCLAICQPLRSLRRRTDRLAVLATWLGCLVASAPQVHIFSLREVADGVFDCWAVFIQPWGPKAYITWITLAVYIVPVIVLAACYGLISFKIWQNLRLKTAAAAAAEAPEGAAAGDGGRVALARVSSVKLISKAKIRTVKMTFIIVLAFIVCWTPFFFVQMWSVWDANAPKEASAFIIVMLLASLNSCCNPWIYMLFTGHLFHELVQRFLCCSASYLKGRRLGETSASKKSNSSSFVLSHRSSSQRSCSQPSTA
# GalR3 antag: antagonists of human GalR3; O60755; HEK293 GalR3-CNG cAMP membrane potential fluorescence; galR3 body fused to GalR1 C-terminus; inhibition, % at 3 µM; actives 0.44% (n = 360,000); AID 651719;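 active means inhibition above the screen-wide average plus 3 SD, cut at about 13% in these data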;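 further: forskolin and galanin both at EC90 stimulate the cells; cAMP rise reported by CNG channel membrane potential dye signal; 0% = forskolin plus galanin with DMSO and 100% = forskolin alone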
# Target sequence (O60755 1-299 limits assumed): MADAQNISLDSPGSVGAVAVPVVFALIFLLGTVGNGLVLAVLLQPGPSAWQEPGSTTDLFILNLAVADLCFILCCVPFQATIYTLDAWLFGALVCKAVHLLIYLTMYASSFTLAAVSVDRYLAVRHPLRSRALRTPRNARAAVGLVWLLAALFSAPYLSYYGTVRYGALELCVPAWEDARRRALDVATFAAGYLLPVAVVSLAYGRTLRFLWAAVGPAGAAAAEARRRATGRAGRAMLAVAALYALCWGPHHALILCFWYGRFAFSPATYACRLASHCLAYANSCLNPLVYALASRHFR
# * = called active by the depositor. Not all compounds are listed. The share of hits here may be higher or lower than overall.
No.	SMILES	V1R ag counter	OXTR ag	GalR3 antag
1	CSCCC(NC(=O)c1ccco1)C(=O)N1CCN(c2ccccc2O)CC1 (centres undefined)	0.6	-1.2	-1.1
2	Cc1ccc(C)c(NC(=O)C(OC(=O)c2ccc(NC(=O)CC#N)cc2)c2ccccc2)c1 (centres undefined)	-1.6	-1.8	0.3
3	O=C(c1ccc(S(=O)(=O)NCc2ccco2)cc1)N1CCN(c2ccc(F)cc2)CC1	3.8	3.3	-6.4
4	CC(=O)c1ccc(N2CCN(C(=O)c3cc(S(=O)(=O)N4CCOCC4)ccc3C)CC2)cc1	1.3	1.9	-4.7
5	c1ccc(C[C@H]2CNCCN2CC2(c3ccccc3)CC2)cc1	1.4	2.0	-5.8
6	CCc1nnc(NC(=O)CN2C(=O)NC3(CCCC3)C2=O)s1	0.5	0.7	-4.5
7	CCOC(=O)C1=CC[C@H]2c3c(c4ccccc4n3C)C(=O)C1N2Cc1ccccc1	-0.8	-2.0	-10.8
8	COc1ccc(OCCOC(=O)c2ccc(F)c(S(=O)(=O)N3CCOCC3)c2)cc1	5.8	4.4	1.1
9	CC(C)(C)OC(=O)NCCCCCc1cn(CC(=O)NCCCCCCCCCCC(=O)N2CCN(C(=O)OC(C)(C)C)CC2)nn1	0.5	3.9	4.8
10	CN(CCOc1ccc(Cl)cc1)C(=O)CN1C(=O)NC2(CCCC2)C1=O	3.1	-1.2	-0.2
11	O=C(CN1CCSC1=O)N1CCN(S(=O)(=O)c2ccccc2)CC1	0.2	1.0	-7.7
12	O=C(Nc1ccc(Br)cn1)c1cccc2ccccc12	4.9	-2.6	6.2
13	C[C@H](CO)N1C[C@H](C)[C@@H](CN(C)C(=O)Nc2ccccc2)Oc2ccc(NC(=O)c3ccncc3)cc2C1=O	1.2	0.9	0.6
14	Cc1ccc(C)c(NC(=O)CN(C)C(=O)c2ccc(-n3cncn3)c([N+](=O)[O-])c2)c1	-0.7	-1.6	-3.0
15	COc1ccc(S(=O)(=O)Nc2ccc3c(c2)C(=O)N([C@@H](C)CO)C[C@H](C)[C@H](CN(C)CC2CC2)O3)cc1	0.7	1.4	-3.0
16	CCOc1ccccc1NC(=O)CSc1nnc(Cc2ccc(OC)cc2)c(=O)n1N	-0.8	-1.6	1.5
17	COc1ccc(CC(=O)OCC(=O)N(C)C2CCS(=O)(=O)C2)cc1OC (centres undefined)	0.1	0.2	0.9
18	O=C(NC1CCN(Cc2ccccc2)CC1)c1cccc(S(=O)(=O)Nc2ccc(F)cc2)c1	6.7	4.3	17.2*
19	CCCN(CC(=O)Nc1ccccc1OC)C(=O)c1ccc2[nH]c3c(c2c1)CC(C)CC3 (centres undefined)	1.9	0.3	1.3
20	CCN(CC)C(=O)c1cccc(C)c1	0.5	-0.2	-4.0
21	CCOc1cc(N2CCOCC2)c(OCC)cc1NC(=O)COc1cccc(CC)c1	-0.4	-1.6	-6.6
22	CN(c1ccccc1)S(=O)(=O)c1cccc(C(=O)NC2CCCCC2)c1	1.2	-1.2	-6.9
23	CN(C)S(=O)(=O)c1ccc(N2CCCC2)c(C(=O)OCC(=O)N2CCN(c3ccccc3)CC2)c1	-1.2	-2.1	2.5
24	O=C(Cn1ccnc1)c1ccc(O)c(O)c1	0.9	0.9	-3.6
25	O=C(CCCN1C(=O)/C(=C\c2ccccc2)SC1=S)N1CCOCC1	11.8	14.1	-3.9
26	O=C(CSc1nncs1)Nc1ccc(N2CCCCC2)cc1	6.2	7.0	-4.8
27	Cc1cc(C)cc(C(=O)NCC(=O)NNC(=O)CSc2ccccc2F)c1	-0.7	-1.1	-5.6
28	CCC(C)n1c(SCC(=O)Nc2ccc3[nH]c(=O)[nH]c3c2)nc2ccccc2c1=O (centres undefined)	0.3	-1.1	1.8
29	CCOc1ccc(C(=O)CCC(=O)NNC(=O)c2ccncc2)cc1	-0.4	-1.3	-2.7
30	C[C@H](CO)N1C[C@H](C)[C@@H](CN(C)C(=O)Nc2ccccc2)Oc2c(NS(=O)(=O)c3ccccc3)cccc2C1=O	0.8	-0.4	-6.5
31	CC[C@]12c3[nH]c4ccccc4c3CCN1C(=O)C(CC(=O)NCCCn1ccnc1)C[C@@H]2C(=O)N1CCN(C(=O)c2ccco2)CC1 (some centres undefined)	0.8	1.0	-6.2
32	CC(=O)Oc1ccc([C@@H]2COc3c(ccc4c3C=CC(C)(C)O4)C2)c(OC(C)=O)c1	2.8	1.7	2.6
33	CCOc1ccc(S(=O)(=O)N2CCCCC2)cc1NC(=O)Cc1ccccc1	0.2	-2.0	6.2
34	Cc1ccc(Cn2c(C(C)Nc3nc(C)cs3)nc3cc(Cl)c(Cl)cc32)cc1 (centres undefined)	0.7	-0.3	-5.3
35	CSCCC(NC(=O)COc1ccccc1)C(=O)NC1CCC(C)CC1 (centres undefined)	-0.6	-2.6	2.8
36	CN(C)C1(CNC(=O)c2cccc(S(=O)(=O)NCc3ccccc3)c2)CCCCC1	0.3	0.8	-3.0
37	CCOc1cc(N2CCOCC2)c(OCC)cc1NC(=O)c1ccc2ncsc2c1	0.2	-0.5	-2.3
38	C=CCN(c1ccc(F)cc1)S(=O)(=O)c1cc(C(=O)NC2CCC(O)CC2)ccc1Cl (centres undefined)	0.3	-1.2	-4.5
39	Cc1ccc(Cl)c(OCC(=O)NCC(c2cccs2)N2CCOCC2)c1 (centres undefined)	5.3	2.7	-3.0
40	COc1ccc(CCNC(=O)c2ccc3c(c2)S(=O)(=O)N=C2CCCCCN23)cc1	-0.5	0.8	-1.3
41	O=C1NC(Cc2ccccc2)c2nc3ccc(Cl)cc3c(=O)n2-c2ccc(Cl)cc21 (centres undefined)	-0.2	-2.0	-2.9
42	CC1(C)CC2CC(C)(CN2S(=O)(=O)c2cccc(C(=O)OCC(=O)NC(N)=O)c2)C1 (centres undefined)	0.2	0.0	2.8
43	CCOC(=O)C1=C(COC(=O)c2cc(Br)c(Br)s2)NC(=O)NC1C (centres undefined)	1.3	-0.7	2.4
44	CSc1ccc(S(=O)(=O)NCC(=O)OCC(=O)N2CCCCC2C)cc1[N+](=O)[O-] (centres undefined)	4.4	1.1	-0.3
45	CCN(CC)S(=O)(=O)c1ccc(OCC(=O)NC(=O)Cc2ccccc2)c([N+](=O)[O-])c1	3.1	1.3	-2.9
46	COc1ccc(S(=O)(=O)N2CCN(C(=O)CNC(=O)c3ccc4c(c3)OCO4)CC2)cc1	0.0	-2.2	0.1
47	CC(C)c1ccc(OCC(=O)NCc2n[nH]c(=O)c3ccccc23)cc1	4.7	2.6	-3.6
48	c1ccc2ccccc2c1	0.3	1.1	-2.6
49	CC(C)CN(C(=O)Cn1nnc(-c2ccc(F)cc2)n1)C1CCS(=O)(=O)C1 (centres undefined)	1.1	1.1	-2.4
50	O=C(Nc1ccc(F)c(F)c1)c1ccc(-n2cncn2)c([N+](=O)[O-])c1	9.7	7.1	-6.1

# A second format for part of the listing above:
# Below each compound – V1R ag counter	OXTR ag	GalR3 antag
35	CSCCC(NC(=O)COc1ccccc1)C(=O)NC1CCC(C)CC1 (centres undefined)
 : -0.6	-2.6	2.8
36	CN(C)C1(CNC(=O)c2cccc(S(=O)(=O)NCc3ccccc3)c2)CCCCC1
 : 0.3	0.8	-3.0

# More entries.
No.	SMILES	V1R ag counter	OXTR ag	GalR3 antag
51	CCOc1ccc(C(=O)NC2CC(=O)N(c3ccc4c(c3)OCCO4)C2)cc1 (centres undefined)	1.2	-1.0	1.2
52	Cc1sc(NC(=O)CN2C(=O)NC3(CCCC3)C2=O)nc1-c1ccc(F)cc1	-0.8	-1.2	-1.7
53	COc1ccc(Cl)cc1NC(=O)COC(=O)C1COc2ccccc2O1 (centres undefined)	-1.0	0.1	-1.8
54	Cc1nn(CC(=O)NNC(=O)c2ccc(Br)cc2)c(C)c1[N+](=O)[O-]	-0.5	0.4	-5.8
55	CCC(=O)c1ccc(OCC(=O)OCC(=O)c2cc(C)n(CC3CCCO3)c2C)cc1 (centres undefined)	2.0	1.5	-3.2
56	Cc1cccnc1NC(=O)c1cccc(S(=O)(=O)NCc2ccccc2)c1	-0.8	-1.0	-2.1
57	COc1ccc(NC(=S)N2CCN(C)CC2)cc1	0.0	1.0	-5.5
58	Cc1ccc(S(=O)(=O)N2CCCN(C(=O)c3ccc(-n4cccn4)cc3)CC2)cc1	1.9	0.9	-1.1
59	COC(=O)[C@@]12CCCCN1[C@H](c1ccc(-c3ccccc3)c(OC)c1)[C@H]1C(=O)N(C)C(=O)[C@H]12	-1.0	-1.4	-8.6
60	O=C(NNC(=O)c1ccc(Br)s1)c1cccc(S(=O)(=O)N2CCCC2)c1	3.9	4.1	2.7
61	CN1CCc2c(sc(NC(=O)C3CCCN3S(=O)(=O)c3ccc(Cl)s3)c2C(N)=O)C1 (centres undefined)	-0.2	-0.9	1.2
62	Cc1cccc(OCC(=O)Nc2ccccc2N2CCCCC2)c1C	-1.0	-0.7	-4.1
63	CN(C(=O)c1ccc2c(c1)OCCO2)c1c(N)n(Cc2ccccc2)c(=O)[nH]c1=O	0.7	0.2	1.4
64	O=C(COC(=O)C1=NN(c2ccccc2)C(=O)CC1)Nc1nc(-c2ccc(F)cc2)cs1	6.5	6.0	-5.7
65	Cc1cccc(NC(=O)CNC(=O)c2ccc3nc[nH]c3c2)c1C	1.6	0.6	-2.9
66	CNC(=S)N(C)/N=C1/C(=O)N(Cc2c(Cl)cccc2Cl)c2ccccc21	1.9	3.2	-10.8
67	CCC(C)(C)C1CCc2[nH]nc(C(=O)NCCCNC(=O)OC(C)(C)C)c2C1 (centres undefined)	0.2	-0.8	-4.2
68	COc1ccccc1CCNC(=O)CCNS(=O)(=O)c1ccc(NC(C)=O)cc1	0.5	1.1	-3.9
69	CC(C)c1ccc(S(=O)(=O)N2CCN(C(=O)C3=COCCO3)CC2)cc1	3.1	3.4	-2.6
70	CCN(CC(=O)Nc1ccc(NC(C)=O)cc1)C(=O)C1CCCN(C(=O)c2ccc(Cl)cc2)C1 (centres undefined)	-0.8	-0.1	-0.7
71	CC(C)(C)c1csc(NC(=O)c2cccnc2Cl)n1	0.1	-0.9	-1.3
72	O=C1C=C(c2cccnc2)CCC1	1.2	0.1	-3.8
73	CCN(CC)C(=O)c1cccc(NC(=O)C2CCN(C(=O)c3cccs3)CC2)c1	0.3	0.7	-5.2
74	CCOc1ccc(CCNC(=O)COC(=O)c2cccnc2Cl)cc1OCC	0.3	-0.3	-1.9
75	CN(Cc1ccc(Cl)s1)C(=O)CSc1nnc(C2CC2)n1C1CC1	0.0	-0.6	-2.9
76	CCN(CC)C(=O)c1[nH]cnc1C(=O)NC1CCN(C(=O)OC(C)(C)C)CC1	-0.4	0.7	-4.8
77	COc1ccc(-c2cc(C(=O)N3CC(C)CC(C)C3)c3ccccc3n2)cc1 (centres undefined)	0.0	-2.4	-4.3
78	Cc1cccc(Oc2ccccc2NS(=O)(=O)c2ccc(CCC(=O)O)cc2)c1	4.5	8.1	0.4
79	Cc1ccc(CNC(=O)COC(=O)c2ccc(S(=O)(=O)N3CCOCC3)cc2)cc1	-0.5	0.7	-4.6
80	O=C1NC[C@@H](c2ccccc2)OC(=O)[C@H](Cc2ccc(F)cc2)C/C=C\C[C@H]1CC(=O)N(CCO)Cc1ccccc1	0.6	-1.0	-3.1
81	CCCCn1nc(C(=O)N2CCN(S(=O)(=O)c3ccccc3)CC2)c2ccccc2c1=O	-1.1	-2.1	-3.5
82	Nn1c(-c2ccccc2)cc(-c2ccccc2)cc1=O	0.5	0.5	-8.5
83	Cc1ccc(S(=O)(=O)N2CCCC2)cc1C(=O)NCc1ccccc1CN1CCCC1	0.0	1.6	-1.4
84	COc1ccc(C(=O)NCC(=O)OCCOc2ccc(Cl)cc2)cc1OC	-0.4	-1.8	-5.9
85	COc1ccc(CCNS(=O)(=O)c2ccc3[nH]c(=O)[nH]c3c2)cc1	0.2	2.1	-2.6
86	O=[N+]([O-])c1ccc2c3n([n+]([O-])c2c1)CCN=C3c1ccc(Cl)cc1	-1.0	-1.1	-5.2
87	Cn1c(SCC(=O)N2CCCC2=O)nc2ccccc2c1=O	1.4	1.0	1.3
88	O=C(O)Cc1c[nH]c2ccccc12	1.3	0.7	-5.5
89	CC1CCCCC12NC(=O)N(CC(=O)NCCc1ccc(F)cc1)C2=O (centres undefined)	-0.1	-1.3	3.5
90	NCCN1CCN(CC(=O)N2c3ccccc3C(=O)Nc3cccnc32)CC1	-0.5	0.5	-2.4
91	CC(C)c1ccc(C2(C)NC(=O)N(CC(=O)NC3(C#N)CCCC3)C2=O)cc1 (centres undefined)	0.5	1.5	-6.2
92	Cc1ccc(SCC(=O)OCC(=O)NCCc2ccc(S(N)(=O)=O)cc2)c(C)c1	0.6	1.3	-5.2
93	OCCCn1c(C2CCCN2c2nc(-c3ccc(Cl)cc3)cs2)nc2cc(C(F)(F)F)ccc21 (centres undefined)	-0.2	-1.3	-0.6
94	COc1ccccc1CNC(=O)COC(=O)c1nc(Cl)ccc1Cl	-0.1	-0.2	2.5
95	CC1(NC(=O)CCS(=O)(=O)c2ccc(Cl)cc2)CCS(=O)(=O)C1 (centres undefined)	0.0	0.7	-7.6

# Part of the list above, with two lines to a compound.
# Below each compound: V1R ag counter, OXTR ag, GalR3 antag
(87) Cn1c(SCC(=O)N2CCCC2=O)nc2ccccc2c1=O
 : 1.4, 1.0, 1.3
(80) O=C1NC[C@@H](c2ccccc2)OC(=O)[C@H](Cc2ccc(F)cc2)C/C=C\C[C@H]1CC(=O)N(CCO)Cc1ccccc1
 : 0.6, -1.0, -3.1
